HttQ103 aggreg – reduces HttQ103-GFP aggregates in PC12 cells; PC12 HttQ103-GFP aggregates, Acumen cytometry, 40 h; 220,000 compounds, 1.1% hits; AID 1688; Potency, µM (doses to about 46.1 µM), inactives show top-dose activity change, negative = inhibition, usual class: inhibitors; further: on the % scale 0 is the no-effect control and ±100 the full control effect; nearly all actives have a fitted effect of over 60% in size
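PC12 cells stably carrying ecdysone-inducible HTT exon 1 Q103–GFP were induced with tebufenozide (100 nM final) and treated with library compounds in titration. GFP aggregates in lysates were counted by laser scanning cytometry.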
GAA inhib – inhibitors of human lysosomal alpha-glucosidase. purified human GAA, 4-MU-alpha-glucoside fluorescence. Potency, µM (titrated, usually from 76.9 µM), for the others: top-dose activity change, negative = inhibition, hits mostly inhibitors. 200,000 compounds, 0.005% hits;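 further: plate controls were uninhibited enzyme wells for no effect and no-enzyme background for full effect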
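qHTS format, compound range up to 77 uM. Human lysosomal enzyme at 4 nM, 400 uM 4-MU glucoside substrate, pH 5.0, 20 min room temperature; fluorescence after alkaline stop gives activity normalized to controls.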
GAA glycogen – alters human alpha-glucosidase cleavage of glycogen. AID 2100. 300,000 compounds, 0.38% hits. recombinant GAA, glycogen substrate, Amplex Red glucose oxidase fluorescence. P10253. Potency, µM (top dose mostly 76.4 µM), for inactives: top-dose activity change, negative = inhibition, usual class: inhibitors;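 further: 0% = full enzyme reaction and -100% = no-enzyme basal signal; the screen sought inhibitors and activators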
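Natural-substrate format: glycogen cleavage by 4 nM human enzyme, glucose read by Amplex Red coupling (Ex 573, Em 610 nm). Normalized to enzyme and no-enzyme controls.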
IMPase Li cell – cell-permeable IMPase inhibitors with lithium potentiation | Potency, µM (highest dose often 59.4 µM), inactives show top-dose activity, negative = IMPase inhibition, usual class: inhibitors | CHO-M1 cells, IP1 TR-FRET (IP-One), carbachol + lithium | 210,000 compounds, 0.35% hits;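 further: IP1 builds up when IMPase is blocked and the TR-FRET signal falls; plate controls were basal vehicle for no effect and high inhibitor control for full effect; nearly all actives have a fitted effect of over 50% in size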
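IP1 accumulation measured by competitive TR-FRET in lysed CHO-M1 cells after 30 min compound exposure at 37C, with a small lithium addition to potentiate weak responses. Hill-equation AC50 from ratio and donor-channel data.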
HTT cytoprotect – Huntington cell model cytoprotection by ATP luminescence | PC12 HTT-Q103 induced, cytoprotection, ATP luminescence, 40 h | Potency, µM (doses to about 56.4 µM), inactives show cytoprotection (ATP increase), actives largely listed as activators | 230,000 compounds, 0.14% hits;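 further: % of control where 0% means no effect; nearly all actives have a fitted effect of over 45% in size; toxic huntingtin expression switched on by the ecdysone agonist tebufenozide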
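Quantitative HTS on tebufenozide-induced (100 nM) PC12 cells expressing HTTQ103 exon 1–GFP; compounds tested as a concentration series; survival measured via cellular ATP.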
aGlu spleen mod – inhibits or activates alpha-glucosidase in human spleen homogenate; human spleen homogenate, 4-MU-alpha-glucoside fluorescence; Potency, µM (series often up to 79.9 µM), for inactives: at the top dose activity change, negative = inhibition, usual class: inhibitors; 240,000 compounds, 0.006% hits; AID 2112;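 further: 0% = enzyme with vehicle and -100% = no enzyme basal signal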
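Human spleen homogenate (1 ug) with 4-methylumbelliferyl-alpha-D-glucopyranoside (1 mM final) in 50 mM citrate/phosphate pH 5.0, 0.01% Tween-20; 40 min at 37 C. Stopped at pH 10; 4-MU fluorescence Ex 365/Em 440 nm; AC50 by Hill fit.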
GoLoco inh red – inhibitors of human Gai1-RGS12 GoLoco interaction (red fluorophore) | 230,000 compounds, 0.44% hits | P63096 | Potency, µM (doses to about 61.6 µM), for inactives: at the top dose activity, negative = inhibition, hits mostly inhibitors | Gai1:RGS12 GoLoco peptide FP, rhodamine, 10 min; active means well fitted inhibition curve with a large enough effect, not every such curve was filed as active; inactive means no such curve, though single readings can be large or run the other way; further: on the % scale 0 is the no-effect control and ±100 the full control effect; nearly all actives have a fitted effect of over 30% in size; many of its hits are not listed in these tables
Target sequence (P63096 whole entry, looked up): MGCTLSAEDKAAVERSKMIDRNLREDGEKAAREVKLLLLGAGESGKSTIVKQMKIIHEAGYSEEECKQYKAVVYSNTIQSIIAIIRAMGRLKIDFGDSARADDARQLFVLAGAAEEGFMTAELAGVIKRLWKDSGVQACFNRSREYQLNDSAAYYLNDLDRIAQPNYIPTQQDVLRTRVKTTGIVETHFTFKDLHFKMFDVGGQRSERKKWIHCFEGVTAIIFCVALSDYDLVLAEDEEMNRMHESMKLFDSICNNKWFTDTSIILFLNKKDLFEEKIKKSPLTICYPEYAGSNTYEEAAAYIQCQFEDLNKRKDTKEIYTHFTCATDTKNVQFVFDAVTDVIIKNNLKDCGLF
Starred values were filed as active, the others as inactive; ? = inconclusive; . = no result given; & = joins results of further samples; [ ] = another dose, or the depositor's remark. Unless noted, the call rests on the fitted dose curve; in most records, active means well fitted curve in the direction sought with a large enough effect; inconclusive means small, poorly fitted or top-dose-only effect, or another doubt; inactive means no such curve, though single readings can be large; an effect the other way counts as inactive or inconclusive. Potency means the concentration at half of the fitted maximal effect.

SMILES	HttQ103 aggreg	GAA inhib	GAA glycogen	IMPase Li cell	HTT cytoprotect	aGlu spleen mod	GoLoco inh red
CCCCCC(=O)N/N=C/c1cc(Br)c(O)c(OC)c1	8%	5%	1%	31%[activator]	.	-4%	-13%
COc1cccc(NC(=S)NCCC(c2ccccc2)c2ccccc2)c1	?	-13%	-14%	19%[38.3 µM]	-67%[inhibitor]	-13%	-1%
CCCCOc1ccc(S(=O)(=O)NNC(=O)C2Cc3c(ccc4ccccc34)O2)cc1 (configuration not stated)	-9%	2%	-6%	18%[38.3 µM]	27%[10 µM]	-1%	1%
CCCCn1c(CN2CCN(C(=O)c3ccco3)CC2)nc2c1c(=O)n(C)c(=O)n2C	-1%	?	0%	4%	10%	3%	-4%
Cc1cccc(Oc2cc([N+](=O)[O-])cc3c2C(=O)Nc2ccccc2O3)c1	?	-14%	-1%	2%	.	-3%	69%[activator]
O=C(NC1CCCC1)C1CCCN1C(=O)Nc1ccccc1Cl (configuration not stated)	15%	4%	3%	10%[38.3 µM]	-7%[10 µM]	-2%	-12%
Nn1c(-c2ccccc2Cl)nnc1-c1ccccc1Cl	33%	3%	-3%	13%	-23%[10 µM]	-19%	8%
Cc1nc(NCCCn2ccnc2)c2ccccc2n1	-16%	-6%	5%	2%[38.3 µM]	7%	0%	-3%
CN(C1CCCC1)C1CCN(C(=S)Nc2cc(F)cc(F)c2)CC1	-12%	5%	7%	12%	-11%	8%	2%
CN(Cc1ccccc1)c1nc(-c2ccc([N+](=O)[O-])cc2)nc2ccccc12	19%	-5%	3%	5%[38.3 µM]	-21%	-8%	-17%
COc1ccc2[nH]c(=O)c(CN(CCN(C)C)C(=O)NCc3ccccc3)cc2c1	-14%	?	5%	27%[38.3 µM]	5%	-3%	11%
S=C(Nc1cccc(Cl)c1)NC1CC2CCCC(C1)N2C1CCCC1 (configuration not stated)	7%	-6%	3%	-7%	?	-7%	5%
O=C(NCCn1cc(SCC(=O)N2CCOCC2)c2ccccc21)c1c(F)cccc1F	18%	-7%	6%	-3%	.	2%	1%
O=C(NCCc1ccccc1)C1CCN(S(=O)(=O)c2cccs2)CC1	-11%	-4%	6%	-13%[38.3 µM]	-7%	-4%	-2%
O=C(Nc1ccc(N2CCN(c3ccccc3)CC2)c(F)c1)C1CC1	-1%	-2%	12%	4%	-38%[inhibitor]	.	2%
Cc1cc(C)cc(NC(=S)NCCc2c[nH]c3ccccc23)c1	-9%	-9%	-12%	4%	.	2%	8%
O=C(Cn1cnc2c(nnn2Cc2ccc(F)cc2)c1=O)OCc1ccccc1	-13%	1%	1%	4%	13%[10 µM]	-16%	6%
O=C(CO/N=C/c1ccccc1)N1c2ccccc2Oc2ccccc21	-13%	-4%	-5%	6%	23%[10 µM]	0%	-8%
Oc1cccc(C(O)CNCc2ccc(OCc3ccc(Cl)cc3Cl)cc2)c1 (configuration not stated)	-1%	2%	-6%	0%	.	-3%	-5%
COCCNC(=O)Cn1cc(C(=O)c2ccco2)c2ccccc21	-11%	-18%	1%	-7%	-6%	-7%	3%
Cn1nc(C(F)(F)F)c(-c2ccc(F)cc2)c1NC(=O)Nc1ccc(F)cc1	-13%[9.22 µM]	-3%[15.4 µM]	2%	.	-8%[10 µM]	5%	1%
COC(=O)c1nnn(CC(=O)Nc2cccc(Cl)c2C)c1C(=O)OC	7%	5%	-1%	9%[38.3 µM]	4%[10 µM]	-2%	-5%
NC(=O)CC(NC(=O)OCc1ccccc1)C(=O)O (configuration not stated)	11%	-3%	4%	1%[38.3 µM]	20%	-3%	6%
CC(C)CN(C(=O)CSc1nnc2ccccn12)c1c(N)n(CC(C)C)c(=O)[nH]c1=O	-1%[9.22 µM]	0%	4%	-3%[38.3 µM]	8%	0%	2%
NS(=O)(=O)c1ccc(CCNC(=O)c2cc(-c3ccccc3)nc3ccccc23)cc1	8%	10%	9%	12%	7%[10 µM]	4%	8%

Copied from the list:
O=C(NC1CCCC1)C1CCCN1C(=O)Nc1ccccc1Cl (configuration not stated) in GoLoco inh red = -12%
CCCCOc1ccc(S(=O)(=O)NNC(=O)C2Cc3c(ccc4ccccc34)O2)cc1 (configuration not stated) in GoLoco inh red = 1%

(cont.)
SMILES	HttQ103 aggreg	GAA inhib	GAA glycogen	IMPase Li cell	HTT cytoprotect	aGlu spleen mod	GoLoco inh red
COc1cccc(NC(=O)c2cc3c(=O)n4ccccc4nc3n(CC(C)C)c2=N)c1	9%	-5%	-3%	18%	-57%[inhibitor]	-1%	14%
O=C(CCc1ccccc1)NNC(=O)c1ccccc1F	-6%[9.22 µM]	3%	7%	-1%	-2%[10 µM]	-2%	-2%
Cc1cc(C)c(S(C)(=O)=O)c(S(=O)(=O)c2ccc(Cl)cc2)n1	33%	6%	1%	1%[38.3 µM]	-6%	-7%	11%
Cc1cccc(CSc2nnc(-c3cccs3)n2Cc2ccco2)c1	-11%	-3%	-5%	4%[38.3 µM]	-6%	-4%	6%
CN(C)S(=O)(=O)Nc1ccc(Br)cc1F	1%	-6%	6%	5%[38.3 µM]	-13%[0.074 µM]	1%	-8%
CCN1C(=O)[C@H]2[C@H]3[C@H](O)[C@H](O)C/C(=N\OC[C@@H](C)[C@H](OCc4ccccc4)C(C)C)[C@@H]3CC[C@H]2C1=O	10%	1%[15.4 µM]	-1%	2%	.	3%	10%
CNC(=S)Nc1cc(OC)ccc1OC	1%	0%	3%	-3%	-22%[10 µM]	-5%	12%
O=C(Nc1ccc(F)cc1)/C(=C1/CCCCCN1)[N+](=O)[O-]	-17%[9.22 µM]	.	-1%	.	-2%[10 µM]	4%	2%
COc1ccc(NC(=S)NCC2CCCO2)c(C)c1 (configuration not stated)	-1%	6%	9%	-4%	.	12%	10%
CC(C)c1ccc(C2C3CSCC=C3C(C#N)=C(N)C2(C#N)C#N)cc1 (configuration not stated)	30%	-10%	-15%	26%[38.3 µM]	?	5%	46%[activator]
CNC(=O)c1ccc(-c2sc3nc(N4CCOCC4)c4c(c3c2N)CC(C)(C)OC4)o1	36%	?	?	?	-48%[inhibitor]	0%	74%[activator]
Cc1nc2sc3c(c2c(=O)n1NC(=O)CCl)CCCC3	15%[9.22 µM]	3%	-9%	4%	14%[10 µM]	4%	3%
Cc1onc(-c2ccccc2)c1C(=O)Nc1ccc(S(=O)(=O)NC(C)(C)C)cc1	9%[9.22 µM]	13%	4%	14%	15%[10 µM]	11%	4%
CCCc1nnc(NC(=O)C2CCCO2)s1 (configuration not stated)	5%	-5%	11%	-7%[38.3 µM]	5%	1%	4%
O=C1CC(C2CCCO2)C(=O)N1c1ccccc1 (configuration not stated)	-7%	4%	2%	-3%	22%[10 µM]	2%	0%
COc1ccc(NC(=O)N2CCCC(c3nc(-c4ccc(OC)cc4)no3)C2)cc1 (configuration not stated)	14%[9.22 µM]	6%	-12%	17%	-3%[10 µM]	1%	11%
S=C(NCCc1ccccc1)N/N=C/c1ccccc1Cl	-8%	-4%	6%	13%	-5%[10 µM]	-7%	1%
O=S(=O)(c1ccccc1)N1CCN=C1SCc1ccc(Cl)cc1	-25%	-11%	-2%	20%	14%	3%	1%
Cc1ccccc1C(=O)OCCCN=C1NS(=O)(=O)c2ccccc21	-17%	0%	7%	5%	24%[10 µM]	5%	6%
CCc1ccc(NC(=O)CCN2C(=O)c3cccnc3C2=O)cc1	12%	-1%	1%	3%[38.3 µM]	-11%	-2%	-2%
COc1ccc(C(=O)CSc2ncn[nH]2)cc1OC	-6%	1%	3%	-9%[38.3 µM]	-16%	-1%	-5%
COc1ccc(/C=N/NC(=O)c2ccc(COc3ccccc3Cl)o2)c(OC)c1C	?	8%	1%	3%	.	5%	4%
CCOc1ccc(C(=O)NCc2ccncc2)cc1OCC	-6%	-5%	-8%	4%[38.3 µM]	10%	7%	8%
O=C(N/N=C/c1ccccc1[N+](=O)[O-])c1ccc(COc2ccccc2-c2ccccc2)cc1	1%	-14%	-6%	-15%	28%[10 µM]	-25%	3%
C/C(=N/NC(=O)c1ccc2c(c1)OCO2)c1ccc(NC(=O)C(F)(F)F)cc1	-10%	1%	-3%	5%	0%[10 µM]	-2%	4%

3 structures already listed, arranged by SMILES length, low to high:
SMILES	HttQ103 aggreg	GAA inhib	GAA glycogen	IMPase Li cell	HTT cytoprotect	aGlu spleen mod	GoLoco inh red
CNC(=S)Nc1cc(OC)ccc1OC	1%	0%	3%	-3%	-22%[10 µM]	-5%	12%
Nn1c(-c2ccccc2Cl)nnc1-c1ccccc1Cl	33%	3%	-3%	13%	-23%[10 µM]	-19%	8%
O=S(=O)(c1ccccc1)N1CCN=C1SCc1ccc(Cl)cc1	-25%	-11%	-2%	20%	14%	3%	1%

Next entries:
SMILES	HttQ103 aggreg	GAA inhib	GAA glycogen	IMPase Li cell	HTT cytoprotect	aGlu spleen mod	GoLoco inh red
Cc1c(C(C)C)c(=O)n(-c2ccc(S(=O)(=O)NCc3ccccc3)cc2)n1C	?	2%	2%	11%	?	-8%	-3%
CCN(CC)Cc1c(NC(=O)c2ccccc2)sc(C)c1C	2%	-2%	-28%	-6%	-44%[inhibitor]	-2%	17%
Cc1ccc(S(=O)(=O)N2CCN(C(=O)c3nn(C(C)C)c(=O)c4ccccc34)CC2)cc1C	4%	?	0%	27%[38.3 µM]	-11%	-2%	2%
CCOC(=O)c1c(NC(=O)COC(=O)C2CC2C)sc(C)c1C (configuration not stated)	-18%	-6%	-5%	5%	-20%	-3%	-4%
O=S(=O)(NCc1ccco1)c1cccc2cccnc12	5%	5%	2%	5%	17%[10 µM]	-2%	-1%
CN1C(=O)/C(=C/C=C2\SCCN2C)OC1=S	-1%[9.22 µM]	1%	-10%	17%	-14%[10 µM]	-3%	14%
CN(Cc1ccon1)C(=O)CCc1nnc(Cc2ccc(-c3ccccc3)cc2)o1	13%[9.22 µM]	0%	-8%	19%	8%[10 µM]	-9%	10%
O=C(O)CCCc1ccccc1	15%	2%[15.4 µM]	6%	3%	4%	-1%&5%	6%
COC(=O)c1ccccc1NC(=O)N1c2ccccc2Sc2ccccc21	-5%	?	-4%	10%	0%[10 µM]	-6%	6%
CCCC12CN3CCN(CC(C3)/C1=N\NC(=O)Nc1ccccc1)C2	-1%	-5%	10%	0%	.	-9%	11%
O=C1CN(c2ccccc2F)C(=O)CN1c1ccccc1F	1%	-9%	3%	32%[38.3 µM]	14%	-16%	8%
O=C(CN1CCSc2ccccc21)NCCCc1ccccc1	-17%	3%	0%	-2%	-8%	7%	-2%
N/C(=N\S(=O)(=O)c1ccccc1)c1ccc([N+](=O)[O-])cc1	-7%	1%	2%	2%	9%[10 µM]	-12%	-5%

Screening data: PubChem, National Center for Advancing Translational Sciences (NCATS)

Not all compounds are listed; rates above refer to the full screens.
